Source: PubChem BioAssay (Johns Hopkins Ion Channel Center)
KCNQ1 block – blocks the human KCNQ1 potassium channel. P51787. CHO-K1 KCNQ1, FluxOR thallium flux fluorescence; active compounds read high. B-score at 10 µM. 310,000 tested, 1.3% active. AID 2642;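 active = compounds whose thallium flux B-score, printed positive for inhibition, exceeds three library SD while starting fluorescence stays within three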;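 also: channel opened by potassium depolarization with thallium stimulus after 20 min compound exposure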
Target sequence (P51787 whole entry, looked up): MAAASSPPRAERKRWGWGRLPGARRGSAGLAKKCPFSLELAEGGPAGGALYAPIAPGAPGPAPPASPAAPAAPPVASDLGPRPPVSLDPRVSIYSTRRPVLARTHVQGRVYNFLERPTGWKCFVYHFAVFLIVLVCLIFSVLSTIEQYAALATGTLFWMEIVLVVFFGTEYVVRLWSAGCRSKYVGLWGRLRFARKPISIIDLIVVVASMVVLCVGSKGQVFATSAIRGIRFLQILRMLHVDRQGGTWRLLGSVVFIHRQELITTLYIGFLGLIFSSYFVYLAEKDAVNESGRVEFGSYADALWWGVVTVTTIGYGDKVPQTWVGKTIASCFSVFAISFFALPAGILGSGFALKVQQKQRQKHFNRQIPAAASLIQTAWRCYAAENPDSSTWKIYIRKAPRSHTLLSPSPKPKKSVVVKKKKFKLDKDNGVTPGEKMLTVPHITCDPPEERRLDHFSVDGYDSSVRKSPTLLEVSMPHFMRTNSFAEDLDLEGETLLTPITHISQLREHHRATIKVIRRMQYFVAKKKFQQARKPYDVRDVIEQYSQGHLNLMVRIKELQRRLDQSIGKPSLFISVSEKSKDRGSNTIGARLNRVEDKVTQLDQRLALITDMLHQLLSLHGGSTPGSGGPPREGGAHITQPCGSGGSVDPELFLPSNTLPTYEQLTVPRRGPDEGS
RGS4 act – potentiators or activators of RGS4. 310,000 tested, 0.92% active. B-score at 10 µM. HEK293 M3R/inducible RGS4, carbachol calcium flux Fluo4; active compounds read low;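 active = B-score of the integrated calcium signal more than 4 SD below the library mean, with starting fluorescence not abnormally high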;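 also: negative B-score means reduced calcium response which marks RGS4 activation or potentiation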
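System: HEK293 FlpIn-TREx cells, stable M3R, doxycycline-inducible RGS4. Timing: overnight RGS4 induction, 30 min dye load 37 °C, 20 min compound RT. Also added: carbachol, ECmax concentration. Measured by: Fluo4 fluorescence kinetic imaging of calcium. Evaluation: integrated calcium ratio converted to B score.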
MrgX1 PAM – allosterically activates human MrgX1 receptor signaling | MrgX1-HEK293, Fluo-4 calcium flux, FDSS; active compounds read high | 310,000 tested, 0.63% active | Q96LB2 | B-score at 10 µM | AID 588675;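 active = plate-corrected calcium response at least 3 library SD above typical, normal starting fluorescence, not activating the receptor alone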;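 also: compound read alongside a low EC10 to EC30 dose of BAM8-22 agonist; peak minus trough fluorescence over baseline measured at the second addition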
ANO1 block – inhibitors of mouse TMEM16A calcium-activated chloride channel; Q8BHY3; HEK293 TMEM16A/YFP iodide influx fluorescence, ionomycin; normalized B-score (activity score, 25-100; higher = stronger inhibition) at 10 µM; 310,000 tested, 1.2% active; AID 588511;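 active = ratio plate-corrected score three or more library SD toward inhibition, starting fluorescence score within five deviations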;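 also: score derived from kinetic fluorescence span divided by baseline fluorescence per well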
MrgX1 ag – agonists of human MrgX1 receptor. Q96LB2. MrgX1-HEK293 cells, Fluo-4 calcium fluorescence, agonist mode; active compounds read high. B-score at 10 µM. 310,000 tested, 0.44% active. AID 588627;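 active = calcium response B-score plate-corrected fluorescence ratio at least 3 library SD, with starting fluorescence B-score inside 5 SD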
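Test system: HEK293 cells stably expressing human MrgX1 receptor; Input: fifteen thousand cells per well; Dosing: compound delivered in addition one of three; Schedule: overnight seeding, then 1 h dark dye loading; Technique: Fluo-4 NW calcium fluorescence; Measure: B-scored fluorescence response ratio; Controls: positive and negative controls per plate.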
KCNK3 inh – human KCNK3 channel inhibition, primary screen | O14649 | CHO-KCNK3 thallium flux, FluxOR fluorescence; active compounds read low | B-score at 10 µM | 340,000 tested, 0.84% active | AID 602410;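 active = B-score under library mean minus 4 SD, starting fluorescence ratio at most library mean plus 5 SD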;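 also: more negative B-score means stronger inhibition of thallium flux through KCNK3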
ANO1 activ – mouse TMEM16A channel activation, primary screen. Q8BHY3. HEK293 TMEM16A/YFP-H148Q/I152L, iodide quench fluorescence; active compounds read low. B-score at 10 µM. 340,000 tested, 0.3% active. AID 623877;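 active = fluorescence-ratio B-score plate-corrected deviation score at least 3 library SD below zero, with starting fluorescence score within 5 deviations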;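 also: channel opened by trigger with iodide after compound preincubation; score built on the fluorescence ratio of max minus min over baseline; more negative score means more quench and so TMEM16A activation or potentiation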
RGS4 inh – inhibitors of human RGS4 | HEK293 M3R/RGS4 inducible, Fluo-4 calcium flux; active compounds read high; triggered by carbachol at its EC20 | P49798 | B-score at 10 µM | 310,000 tested, 0.45% active;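 active = B-score, a plate-corrected calcium signal, over three deviations above library mean, with baseline fluorescence within five deviations of library mean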;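 also: RGS4 expression induced by doxycycline in cells with stable M3 receptor; B-score is computed from the integrated fluorescence ratio over baseline after carbachol; higher B-score means a larger calcium signal and so more RGS4 inhibition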
Target sequence (P49798 whole entry, looked up): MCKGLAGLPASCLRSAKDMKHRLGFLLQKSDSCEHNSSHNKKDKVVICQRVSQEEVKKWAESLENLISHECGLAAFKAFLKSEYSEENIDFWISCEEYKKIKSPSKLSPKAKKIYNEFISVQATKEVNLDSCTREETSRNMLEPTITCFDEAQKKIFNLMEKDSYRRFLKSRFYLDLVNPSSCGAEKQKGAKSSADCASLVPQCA
KCNQ1 act – potentiates or activates the human KCNQ1 potassium channel; 310,000 tested, 0.35% active; P51787; CHO-K1 KCNQ1, thallium flux FluxOR fluorescence; active compounds read high; AID 2648; B-score at 10 µM;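 active = fluorescence ratio B-score, a plate-corrected score, at least three library SD, with initial intensity B-score within 5 SD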
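Assay system: CHO-K1 cells stably expressing KCNQ1; Medium: assay buffer with matched DMSO; Also added: K+/Tl+ depolarizing stimulus; Dosing: single dose; Timing: dye 90 min, compound 20 min, room temperature; Measured by: kinetic FluxOR thallium fluorescence, 10-s 1-Hz baseline, 110-s post-stimulus read; Read-out: peak-minus-minimum fluorescence over initial fluorescence, negative-control normalized, B-scored.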
KCNK9 inh – inhibitors of human KCNK9 two-pore domain potassium channel. Q9NPC2. HEK293 KCNK9, FluxOR thallium flux fluorescence; active compounds read low. B-score at 10 µM. 310,000 tested, 1.2% active;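 active = ratio B-score over 3 SD below the library mean, with starting fluorescence within 5 SD of its mean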;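 also: negative B-score means less thallium flux so channel inhibition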
hERG rescue – compounds protecting human hERG from proarrhythmic drug block. Q12809. CHO-hERG, FluxOR thallium flux, dofetilide IC70 present. activation (rescue from dofetilide block), less the hit threshold, % at 10 µM. 310,000 tested, 0.51% active. AID 1511;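 active = activation above the mean of controls blocked by dofetilide plus 5 SD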;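 also: thallium influx through hERG after potassium depolarization seen as dye fluorescence rise; in these data hits start at about 4.7%; inactives centre near -7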
Starred values were filed as active, the others as inactive; i = inactive; x = not tested or not shown. Not all compounds are listed; count on the stated rates, not on these rows.

SMILES,KCNQ1 block,RGS4 act,MrgX1 PAM,ANO1 block,MrgX1 ag,KCNK3 inh,ANO1 activ,RGS4 inh,KCNQ1 act,KCNK9 inh,hERG rescue
CC(=O)Nc1ccc(CC(=O)N2CCN(Cc3ccccc3)CC2)cc1,i,i,i,i,i,i,i,i,i,i,-7.7
COc1ccc(N=C2SCCCN2C)cc1,i,i,i,i,i,i,i,i,i,i,-6.4
Cc1ccc2c(c1)C1CN(C)CCC1N2C(=O)/C=C/c1ccc2c(c1)OCO2 (centres undefined),i,i,i,i,i,i,i,i,i,i,-11.9
CC(C)CN1CCN(Cc2ccc(C(F)(F)F)cc2)CC1CCO (centres undefined),i,i,i,i,i,i,i,i,i,i,-12.1
C=CCc1cc(OC)c2c(c1)OCO2,x,x,i,i,i,i,i,x,x,x,x
CC1(C)CC(=O)C(C2(O)C(=O)NC(=O)NC2=O)=C(O)C1,i,i,i,i,i,i,i,i,i,i,-4.3
CN1C(=O)N(C)C(=O)C2(Cc3c(nc4ccccn4c3=O)N3CCc4ccccc4C32)C1=O (centres undefined),i,i,i,i,i,i,i,i,i,i,-3.5
C[N+]1(C)CCN(c2ccccc2)CC1,i,i,i,i,i,i,i,i,i,i,-4.6
c1cc2c(cc1CCNC1CCCCCC1)OCO2,i,i,i,i,i,i,i,i,i,i,-7.4
COc1ccc(CNC(=O)C(NC(C)=O)C(C)C)cc1OC (centres undefined),i,i,i,i,i,i,i,i,i,i,-10.1
CCn1c(O)c(C=Nc2ccc(N3CCOCC3)c(Br)c2)c(=O)n(CC)c1=S,i,i,i,i,i,i,i,i,i,i,-17.6
Cc1ccc(N2C(=O)NC(=O)C3(Cc4ccccc4N4CCCC43)C2=O)cc1 (centres undefined),i,i,i,i,i,i,i,i,i,i,-8.3
CCCc1nc2ccccc2c(=O)n1-c1ccc(O)cc1,i,i,i,i,i,i,i,i,i,i,-6.3
CCC(=NCc1cccnc1)c1c(O)n(C2CCCCC2)c(=O)[nH]c1=O,i,i,i,i,i,i,i,i,i,i,-10.6
CCCCCCCCCCCCn1ccc(=N)cc1,13*,i,i,25*,i,i,i,i,i,-10.8*,-27.8
CCOc1cc(CNC(C)C(O)c2ccccc2)cc(Cl)c1OCC (centres undefined),i,i,i,i,i,i,i,i,i,i,-7.6
CC1CCCN(C(=O)CN2C3CCC2CC(O)(c2ccc(F)cc2)C3)C1 (centres undefined),i,i,i,i,i,i,i,i,i,i,-6.2
CCOc1ccc(-c2cc(C)[n+](CCc3ccc(OC)c(OC)c3)c(-c3ccc(OCC)cc3)c2)cc1,10*,-9.93*,i,25*,i,i,i,i,i,i,-27.6
Cc1ccc2c(c1)C1CN(C)CCC1N2C(=S)Nc1cccnc1 (centres undefined),i,i,i,i,i,i,i,i,i,i,-11.1
COc1cccc(OC)c1CN1CCCC(C(=O)c2cccc(Cl)c2)C1 (centres undefined),i,i,i,i,i,i,i,i,i,i,-10.0
N=c1ccccn1Cc1ccccc1,i,i,i,i,i,i,i,i,i,i,-7.2
Cc1nc2cc(-c3ccccc3)nn2c(C)c1CCC(=O)N1CCC2(CC1)OCCO2,i,i,i,i,i,i,i,i,i,i,-13.0
Cc1cc(/C=C2\C(=O)NC(=O)N(c3ccccc3)C2=O)c(C)n1-c1ccc(C(=O)O)c(Cl)c1,i,i,i,i,i,i,i,i,i,i,-6.6
CCOP(=O)(OCC)C1(C(=O)O)CCCC1,i,i,i,i,i,i,i,i,i,i,-4.6
COc1ccc2ccc(O)c(CN3CC=C(c4ccccc4)CC3)c2c1,i,i,i,i,i,i,i,i,i,i,-29.4
NS(=O)(=O)c1ccc(N=Cc2c(O)n(-c3ccccc3)c(=O)[nH]c2=O)cc1,i,i,i,i,i,i,i,i,i,i,-7.0
O=C(Nc1ccc2c(c1)OCO2)c1cn(Cc2ccc(F)cc2)nn1,i,i,i,i,i,i,i,i,i,i,-2.2
CC(=O)N(C1=NCCCS1)c1ccc(F)cc1,i,i,i,i,i,i,i,i,i,i,-5.8
CNCCc1c[nH]c2ccccc12,i,i,i,i,i,x,x,i,i,i,-6.1
CC(C)c1oc(=O)cc2c1[C@@H](O)[C@H]1OC(=O)[C@@]3(C)CC[C@@H](O)[C@@]2(C)C13 (some centres undefined),i,i,i,i,i,i,i,i,i,i,-8.8
CCC1(c2cccc(O)c2)CCCCN(C)C1 (centres undefined),x,x,i,i,i,i,i,x,x,x,x
CCCn1cc(C(=O)O)cn1,i,i,i,i,i,i,i,i,i,i,-9.6
CCn1c(C)c(C(=O)NCCc2ccccc2)c2cc(OC)ccc21,i,i,i,i,i,i,i,i,i,i,-10.6
CCOC(=O)c1c(N)n(CCN2CCOCC2)c2nc3ccccc3nc12,i,i,i,i,i,i,i,i,i,i,1.9
CC(=O)Nc1ccc(C(=O)OCC(=O)Nc2ccc(Cl)cc2C(=O)c2ccccc2)cc1,i,i,i,i,i,i,i,i,i,i,-7.0
Nc1c(C(=O)NCCN2CCOCC2)c2nc3ccccc3nc2n1Cc1ccco1,i,i,i,i,i,i,i,i,i,i,-18.2
C[C@@H]1O[C@@H](O[C@@H]2C=C3CCC4C(CC[C@]5(C)[C@@H](c6ccc(=O)oc6)CC[C@]45O)[C@@]3(C)CC2)[C@H](O)[C@H](O)[C@H]1O (some centres undefined),x,x,i,i,i,i,i,x,x,x,x
CC(=O)O[C@H]1CCC2C3CCC4=CC(=O)CCC4=C3C=C[C@@]21C (some centres undefined),i,i,i,i,i,i,i,i,i,i,-9.1
Cc1ccc(C2SCC(=O)Nc3c2c(=O)[nH]n3C2CCOC(C)(C)C2)cc1 (centres undefined),i,i,i,i,i,i,i,i,i,i,-1.1
CCCC(=O)c1cc(CP(=O)(OCC)OCC)oc1C,i,i,i,i,i,i,i,i,i,i,-7.4
O=Cc1cn(Cc2ccc(F)cc2)c2ccccc12,i,i,i,i,i,i,i,i,i,i,-2.7
CCCCCn1c(=O)c(C(=O)Nc2ccccc2)c(O)c2ccccc21,i,i,i,i,i,i,i,i,i,i,0.1
Cc1cc(/C=C2\C(=O)NC(=O)N(c3cccc(F)c3)C2=O)c(C)n1-c1cc(C(=O)O)cc(C(=O)O)c1,i,i,i,i,i,i,i,i,i,i,-6.9
C[C@@]1([C@@H](NP(=O)(c2ccccc2)c2ccccc2)c2ccccc2)C[C@H]1CCO,i,i,i,i,i,i,i,i,i,i,-10.3
COc1ccc(O)c(CN2CCCC(C(=O)c3ccccc3SC)C2)c1 (centres undefined),i,i,i,i,i,i,i,i,i,i,-20.8
O=[N+]([O-])c1cc(F)c(N2CCCC2)cc1N1CCNCC1,i,i,i,i,i,x,x,i,i,i,-7.5
CCC(=NC1CC1)c1c(O)n(C2CCCCC2)c(=O)[nH]c1=O,i,i,i,i,i,i,i,i,i,i,-14.2
C=Cn1ccnc1P(=S)(c1ccc(N(C)C)cc1)c1nccn1C=C,i,i,i,i,i,i,i,i,i,i,-5.0
c1ccc(C2N3CCCN23)cc1 (centres undefined),i,i,i,i,i,i,i,i,i,i,-10.4
COc1ccc(CCNCC2CCCO2)cc1 (centres undefined),i,i,i,i,i,i,i,i,i,i,-8.7
O=Cc1cn(Cc2c(F)cccc2Cl)c2ccccc12,i,i,i,i,i,i,i,i,i,i,-3.9
COc1ccccc1N1CCN(Cc2ccc3c(c2)OCO3)CC1,i,i,i,i,i,i,i,i,i,i,-3.2
COc1ccc(/C=C2/C(=O)N(Cc3ccco3)C(=O)N(C(C)C)C2=O)cc1,i,i,i,i,i,i,i,i,i,i,-4.0
CC(C)=CCC12CN3CCN(CC(C3)C1=O)C2,i,i,i,i,i,i,i,i,i,i,-14.6
CCC1=CCN(CCc2c(C)[nH]c3ccccc23)CC1,i,i,i,i,i,i,i,i,i,i,-6.2
Cc1ncc([N+](=O)[O-])n1CCOc1nonc1N,i,i,i,i,i,i,i,i,i,i,-4.5
N#CCCn1cc(C(=O)Nc2ccc(F)cc2)c(-c2ccccc2)n1,i,i,i,i,i,i,i,i,i,i,-8.8
O=C(COC(=O)Cc1ccccc1)NC12CC3CC(CC(C3)C1)C2,i,i,i,i,i,i,i,i,i,i,-7.0
O=C(O)CCn1cc(C=C2C(=O)NC(=S)NC2=O)c(-c2cccc(Br)c2)n1,i,i,i,i,i,i,i,i,i,i,-7.0
Cc1ccccc1-n1c(C)nc2ccccc2c1=O,i,i,i,i,i,i,i,i,i,i,-5.8

(listing goes on)
SMILES,KCNQ1 block,RGS4 act,MrgX1 PAM,ANO1 block,MrgX1 ag,KCNK3 inh,ANO1 activ,RGS4 inh,KCNQ1 act,KCNK9 inh,hERG rescue
CC1(C(=O)O)CCCC2(C)c3cc(O)ccc3CCC12 (centres undefined),i,i,i,i,i,i,i,i,i,i,-7.7
CCCCCCCCCCCCCCCC[N+](C)(C)C,i,i,i,i,i,i,i,i,i,i,-23.5
C=CCN1C(=O)C2(C(C(=O)OCC)=C(N)Oc3c2c(=O)oc2ccccc32)c2ccccc21 (centres undefined),i,i,27.7*,i,i,i,i,i,i,i,-14.0
CSc1ccc(CN2CCN(C(=O)Cc3ccccc3)CC2)cc1,i,i,i,i,i,i,i,i,i,i,-1.3
Cn1cc[n+](C)c1P(=S)(c1ccccc1)c1ccccc1,i,i,i,i,i,i,i,i,i,i,-14.9
CCCS(=O)(=O)N1CCCC(C(=O)N2CCC3(CC2)OCCO3)C1 (centres undefined),i,i,i,i,i,i,i,i,i,i,-7.5
FC(F)(F)c1ccccc1NC1=NCCCS1,i,i,i,i,i,i,i,i,i,i,-9.2
CN1CCN(c2ccc(C(F)(F)F)cc2N)CC1,i,i,i,i,i,i,i,i,i,i,-7.5
